Compound activity as filed in PubChem.
RAD52 anneal inh: RAD52 DNA annealing inhibitors, primary screen, biochemical, FRET, single point, set 2; inhibition, % at 18.7 µM; recombinant RAD52 DNA annealing, FRET fluorescence; 360,000 compounds, 0.46% hits;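 active = every replicate showing at least 50% inhibition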
RAD54 branch: inhibitors of human RAD54 branch migration, primary screen, biochemical, fluorescence, single point; RAD54 Holliday junction branch migration, FAM/BHQ fluorescence; 360,000 compounds, 0.14% hits; inhibition, % at 10.4 µM; DNA repair and recombination protein RAD54-like (Homo sapiens), Q92698;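 active = mean normalized replicate activity at least 40 and at least half of replicates scoring 40 or more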;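 also: 0% = median of neutral control wells and 100% = median of positive control wells; inhibitors cause a drop in the FAM fluorescence signal; in these data hits start at about 50%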
PglD DTNB: C. jejuni PglD acetyltransferase inhibitors, primary screen, biochemical, DTNB colorimetric, single point. AID 602405, 2012. 360,000 compounds, 0.098% hits. purified PglD enzyme, DTNB colorimetric CoA detection. UDP-N-acetylbacillosamine N-acetyltransferase PglD (Campylobacter jejuni). inhibition, % at 12.5 µM; in the data active = inhibition above about 16%, passing the limit was not always enough; also: strong numbers were not always called active
ERp5 inh: inhibitors of ERp5-driven insulin aggregation, primary screen, biochemical, turbidity, absorbance 650 nm, single point; Protein disulfide-isomerase A6 (Homo sapiens), Q15084; 90 min; inhibition, % at 9.99 µM; 350,000 compounds, 0.05% hits;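 active = mean replicate inhibition above about 25%, with every replicate also reaching it, limit read from the data, passing the limit was not always enough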
Target sequence (Q15084 whole entry, looked up): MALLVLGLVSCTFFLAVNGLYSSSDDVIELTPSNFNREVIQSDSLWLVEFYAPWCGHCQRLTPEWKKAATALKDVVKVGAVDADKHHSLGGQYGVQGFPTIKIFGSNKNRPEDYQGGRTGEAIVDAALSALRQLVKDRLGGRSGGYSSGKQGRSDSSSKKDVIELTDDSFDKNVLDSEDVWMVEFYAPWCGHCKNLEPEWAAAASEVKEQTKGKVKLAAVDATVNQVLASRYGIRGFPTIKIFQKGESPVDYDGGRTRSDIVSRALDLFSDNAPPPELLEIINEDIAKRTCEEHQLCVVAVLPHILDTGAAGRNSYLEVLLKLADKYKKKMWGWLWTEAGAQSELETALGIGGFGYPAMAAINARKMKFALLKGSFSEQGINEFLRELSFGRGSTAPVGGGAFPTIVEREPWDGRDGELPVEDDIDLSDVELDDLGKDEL
CASP6 VEID inh: human caspase-6 inhibitors, primary screen, biochemical, VEID-R110 fluorescence, single point, set 2; purified caspase-6, Z-VEID-R110 cleavage fluorescence; inhibition, % at 12.5 µM; 350,000 compounds, 0.53% hits; AID 686996, 2013; P55212;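 active = mean inhibition across replicates at least about 35%, with every replicate also reaching that limit, limit read from the data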;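 also: 0% = median of neutral control wells and 100% = no fluorescence left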
Target sequence (P55212 24-179 limits assumed): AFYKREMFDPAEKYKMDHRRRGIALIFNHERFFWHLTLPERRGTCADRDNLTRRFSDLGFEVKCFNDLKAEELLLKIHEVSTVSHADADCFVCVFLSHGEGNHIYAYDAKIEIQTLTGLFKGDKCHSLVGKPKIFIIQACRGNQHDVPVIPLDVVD
Target sequence (P55212 194-293 limits assumed): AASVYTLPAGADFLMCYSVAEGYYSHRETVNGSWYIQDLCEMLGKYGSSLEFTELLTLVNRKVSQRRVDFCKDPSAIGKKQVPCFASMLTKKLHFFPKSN
E-selectin induc: E-selectin induction in HUVECs, primary screen, imaging, HUVEC, immunofluorescence imaging, single point | P16581 | normalized: neutral wells 0, TNF-alpha wells 100 | activation, % at 7.58 µM | 260,000 compounds, 0.37% hits | AID 686992, 2013;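 active = mean E-selectin-positive cell signal at least 10% of the positive control, reached in at least 60% of replicates, without over 20% cell loss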;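 also: in these data hits start at about 27%; measured in HUVEC primary endothelial cells; signal is the percent of cells scored E-selectin positive by PE staining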
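assay system = HUVEC, human umbilical vein endothelial cells | input = 3,000 HUVEC seeded per well | medium = EGM-2 growth medium on 0.1% gelatin-coated wells | dosing = one compound dose added by pin transfer | signal = immunofluorescence imaging | read-out basis = % PE-positive cells | control set = TNF-alpha, DMSO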
ARNT-TACC3 inh: disruptors of ARNT/TACC3 protein interaction, primary screen, biochemical, AlphaScreen, single concentration. AlphaScreen His-ARNT PAS-B/GST-TACC3 binding, luminescence; TACC3 fragment carries E629A point mutation. inhibition, % at 9.99 µM. AID 623870, 2012. Transforming acidic coiled-coil-containing protein 3 (Homo sapiens), Q9Y6A5. 390,000 compounds, 0.66% hits;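 active = mean inhibition of replicates at least 50% and at least half of replicates each reaching 50%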;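 also: 0% = complete ARNT plus TACC3 wells and 100% = ARNT alone without TACC3; many hits fall short of the cut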
esBAF inh: Bmi1 luciferase reporter increase in mESCs, primary screen, esBAF inhibitor project, mouse ES cells, Bmi1 luciferase knock-in, single point. 24 h; 100% = twice the neutral-well signal. AID 602393, 2012. reporter increase, % at 12.5 µM. 350,000 compounds, 2% hits; in the data active = activation above about 40%;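 also: 0% = median of the plate's neutral control wells and 100% = double that signal; a rise in the Bmi1 reporter signal indicates esBAF inhibition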
The depositor's hits bear a star; . = no result given; & = joins results of further samples.

SMILES	RAD52 anneal inh	RAD54 branch	PglD DTNB	ERp5 inh	CASP6 VEID inh	E-selectin induc	ARNT-TACC3 inh	esBAF inh
Cc1cccc(NCC(=O)NNC(=S)Nc2ccccc2)c1	-14	.	.	-4	6	-0.1	47*	.
CCCSCCCNC(=O)Cn1cc2c(n1)CCCCC2	-14	-2	-1	12	-1	-0.3	-1	1
Oc1ccc(/C=N/Nc2cc(N3CCCC3)nc(N3CCCC3)n2)cc1O	-5	.	.	-4	17	-0.2	24	.
Cc1cc(C(=O)OCC(=O)Nc2cc(S(=O)(=O)N(C)C)ccc2Cl)c2ccccc2n1	-17	.	.	1	-1	0.9	-4	.
Cc1noc(C)c1NC(=O)N(C)C[C@H]1Oc2ccc(NC(=O)Nc3ccc(F)cc3)cc2CC(=O)N([C@H](C)CO)C[C@@H]1C	-3	5	1	10	1	0.1	-6	2
Cc1cc(NC(=O)CSc2nnc(Nc3ccccc3C)s2)no1	-14	.	.	-1	-1	4.0	-4	.
Cc1cnn(Cc2ccccc2)c1N	.	1	-1	.	.	.	4	0
Cc1nn(C)cc1CNC(=O)c1cnn2c(C(F)F)cc(C3CC3)nc12	.	8	0	.	.	.	3	-9
CN(C)CCCNc1c2c(nc3ccccc13)CCC2	78*	67*	3	0	-112	-0.2	0	2
Cc1cn(CC(=O)NCCN2CCOCC2)c(=O)[nH]c1=O	0	-4	-6	-3	-4	0.7	2	5
Cc1ccc(-c2cc(=O)c3ccccc3[nH]2)cc1	-11	-4	-1	-8	-2	-0.1	-5	3
COc1ccc(S(=O)(=O)N[C@@H]2CC[C@H](CC(=O)NCCc3ccncc3)O[C@@H]2CO)cc1	-9	-1	-1	-2	-2	-2.0	-5	0
CN1C(=O)c2cc(NC(=O)Nc3ccc(Cl)cc3)ccc2OC[C@H]2O[C@H](CC(=O)NCCN3CCCCC3)CC[C@H]21	37	7	-1	-2	0	-0.1	1	7
O=C(NC(=S)N1CCN(Cc2ccccc2)CC1)c1cccnc1	-19	3	-4	-2	0	.	-2	3
Cc1ccccc1-c1nc(CN2CCN(C(=O)c3ccco3)CC2)c(C)o1	-20	-12	5	5	5	.	-1	0

Profiles from above. Order of screens: RAD52 anneal inh, RAD54 branch, PglD DTNB, ERp5 inh, CASP6 VEID inh, E-selectin induc, ARNT-TACC3 inh, esBAF inh
Cc1cc(NC(=O)CSc2nnc(Nc3ccccc3C)s2)no1 is listed as -14, ., ., -1, -1, 4.0, -4, .
Cc1cccc(NCC(=O)NNC(=S)Nc2ccccc2)c1 is listed as -14, ., ., -4, 6, -0.1, 47*, .
COc1ccc(S(=O)(=O)N[C@@H]2CC[C@H](CC(=O)NCCc3ccncc3)O[C@@H]2CO)cc1 is listed as -9, -1, -1, -2, -2, -2.0, -5, 0
Cc1cc(C(=O)OCC(=O)Nc2cc(S(=O)(=O)N(C)C)ccc2Cl)c2ccccc2n1 is listed as -17, ., ., 1, -1, 0.9, -4, .

Carrying on.
SMILES	RAD52 anneal inh	RAD54 branch	PglD DTNB	ERp5 inh	CASP6 VEID inh	E-selectin induc	ARNT-TACC3 inh	esBAF inh
Cc1ccc(-c2nc3cccnc3o2)cc1NC(=O)COc1ccc(Cl)cc1C	.	5	1	.	.	.	-8	-5
NS(=O)(=O)c1ccc(NC(=O)c2ccc3c(c2)OCO3)cc1	-18	18	0	3	1	-0.1	-12	4
CNC(=O)C[C@H]1CC[C@H]2[C@@H](COC[C@@H](O)CN2S(=O)(=O)c2ccccc2Cl)O1	.	17	-3	.	.	0.2	-12	-4
COc1ccc(C2CC(c3ccccc3)=NN2C(=O)COC(=O)C2(C)CC2(Cl)Cl)cc1 (centres undefined)	-8	.	.	1	-4	.	11	-6
CCCCN(C(=O)C1CC(=O)N(c2ccc3c(c2)OCCO3)C1)c1c(N)n(CCCC)c(=O)[nH]c1=O (centres undefined)	-18	5	1	-6	-1	.	-4	6
CCc1nc2ccc(C(=O)NCCCN3CCCC3=O)cn2c1N(C)CCC(C)C	-10	-4	-2	5	-1	1.5	.	4
CCOc1ccc(OCCC(=O)OCC(=O)Nc2ccc(C)c(S(=O)(=O)N3CCCCC3)c2)cc1	-10	.	.	2	4	.	-1	.
CC(C)NC(=O)Nc1ccc2c(c1)C(=O)N([C@H](C)CO)C[C@@H](C)[C@@H](CN(C)Cc1ccncc1)OCCCC[C@@H](C)O2	3	4	-3	2	-4	0.3	11	.
COc1ccc(CCNC(=O)CN(C)S(=O)(=O)c2cccs2)cc1OC	.	4	3	.	.	.	-2	-3
O=C(C[C@@H]1C=C[C@H](NC(=O)c2ccc(F)cc2)[C@@H](CO)O1)NCc1ccncn1	-6	-12	3	-1	3	0.0	0	4
C[C@H](CO)N1C[C@H](C)[C@H](CN(C)Cc2ccc(-c3ccccc3)cc2)Oc2c(NC(=O)NC3CCCCC3)cccc2C1=O	-27	-3	-2	-2	-3	2.6	-3	1
COC(=O)c1ccc(Cn2c(C)c(C(=O)NCc3ccc([N+](=O)[O-])cc3)sc2=O)o1	-11	5	-2	6	0	.	.	1
O=C(Cn1sc2ccccc2c1=O)Nc1ccc(F)cc1	-19	3	-4	0	-2	0.0	.	-1
Cn1c(C(=O)NC2CCCCCC2)cc2c(=O)n(C)c3ccccc3c21	-19	-4	-3	-3	1	.	.	6
C=CCNC(=O)C1CCN(c2ccc(S(=O)(=O)N3CCOCC3)cc2[N+](=O)[O-])CC1	2	.	.	-1	-1	-0.6	-2	.
COc1ccc(C(=O)Nc2ccc3c(c2)C(=O)N(C)C[C@@H](OC)[C@@H](C)CN(C(C)=O)[C@@H](C)CO3)cc1	10	-4	-1	-2	.	-0.2	-5	-1
CN(C)C(=O)c1ccc(-c2ccc([C@@H]3[C@@H](CO)N(S(C)(=O)=O)[C@H]3C#N)cc2)cc1	-14	-5	1	6	3	-0.5	2	-3
Cc1ccc(CNC(=O)CN2CCN(Cc3ccc(Cl)cc3)C2=O)cc1	.	-2	-4	.	.	.	-2	2
O=C(NCc1ccccc1Cl)c1csc([C@@H]2O[C@H](CO)[C@H](O)[C@H](O)[C@H]2O)n1	-6	-9	-2	-1	8	0.9	.	-4
CC(Oc1ccc(Br)cc1)C(=O)Nc1nnc(C2CC2)s1 (centres undefined)	1	1	1	3	-1	.	4	-2
CCCNC(=O)Nc1ccc2c(c1)C(=O)N(C)[C@H]1CC[C@@H](CC(=O)NC)O[C@@H]1CO2	.	5	-5	.	.	-0.1	-2	-1
C[C@H]1CN([C@@H](C)CO)S(=O)(=O)c2ccc(Br)cc2O[C@@H]1CN(C)C(=O)CCN1CCCCC1	-7&1	-6&3	3&0	0&-7	-4&15	-0.1&-0.3	2	-7&6
CC(=O)Nc1cccc(C(=O)Nc2cc(C(F)(F)F)ccc2-n2cncn2)c1	-12	-7	-2	-7	-4	0.1	.	0
CO/N=C(\c1nonc1N)N1CCN(c2ccc(Cl)cc2[N+](=O)[O-])CC1	.	0	0	.	.	0.5	8	-7
CC(=O)n1cc(C2C(=O)CCCC2=O)c2ccccc21	.	-10	-4	.	.	.	-9	-3
CC(=O)c1ccc(S(=O)(=O)N2CCN(CC(=O)NC(=O)NC3CCCCC3)CC2)cc1	-23	.	.	4	7	-1.2	.	6
CC(C)NC(=O)COc1coc(CN2CCN(c3ccccc3)CC2)cc1=O	3	-1	-4	1	4	.	-3	0
COc1ccc(NC(=O)c2ccccc2NC(=O)NC2CCCCC2)cc1	.	3	-4	.	.	.	-1	31
NC(=O)c1ccc(NC(=O)c2cnc3ccccc3n2)cc1	-31	.	.	5	0	0.0	6	.
Nc1nccc(/C=C/c2ccc(Cl)cc2)n1	-17	0	0	5	-5	0.3	-6	.
CCC(=O)N[C@H]1CC[C@@H](CCn2cc(-c3cccc(OC)c3)nn2)O[C@H]1CO	0	2	-3	5	2	1.6	7	-4
COc1ccc(CN(C)C[C@@H]2OCCCC[C@@H](C)Oc3ccc(NC(=O)C4CCCCC4)cc3C(=O)N([C@H](C)CO)C[C@H]2C)cc1	9	11	6	3	-1	-0.3	6	-6
O=C1NCC(c2ccccc2)C1C(=O)N/N=C\c1ccc(-c2ccc(Cl)c(Cl)c2)o1 (centres undefined)	.	-2	-3	.	.	.	0	-11
Cc1onc(-c2ccccc2)c1C(=O)OCC(=O)N1CCN(c2ccccc2)CC1	-4	0	1	3	3	.	1	0
CC1(C)SC(=S)N(NC(=O)Nc2ccccc2)C1N(O)C(=O)Nc1ccccc1 (centres undefined)	.	-8	5	.	.	.	-4	-9
O=C(NCCc1ccccc1)/C(=C\c1ccc([N+](=O)[O-])cc1)NC(=O)c1ccccc1	.	7	2	.	.	.	-3	-10
COc1ccc(NC(=S)NC(NC(=O)c2cccc(C)c2)C(Cl)(Cl)Cl)c([N+](=O)[O-])c1 (centres undefined)	.	0	4	.	.	.	4	0
CC(C)[C@H](NS(=O)(=O)c1cccc(Cl)c1)C(=O)OCC(=O)NC(=O)CN1CCCC1=O	.	2	3	.	.	.	-2	-3
CN(Cc1ccncn1)C(=O)CC1C(=O)NCCN1Cc1cccc(Oc2ccccc2)c1 (centres undefined)	-42	-6	2	-2	3	-2.2	5	-6
CN1CCN(C(=O)C[C@@H]2C=C[C@@H](NC(=O)Nc3ccccc3F)[C@@H](CO)O2)CC1	-9	-5	5	8	-1	0.0	27	-3
O=C(OCC(=O)N1CCN(Cc2ccccc2)CC1)c1ccc(Cl)cc1	-14	.	.	2	-3	.	-1	.
O=C(CSC1=NS(=O)(=O)c2ccccc2N1)Nc1ccc(F)cc1	0	-2	0	-2	3	1.1	-8	7
COC(=O)c1cccc(C(=O)Nc2cnc3ccccc3c2)n1	.	16	5	.	.	.	4	59*
CC1(C)CN=C(NC2CCCCC2)S1	.	4	-1	.	.	.	0	3
Cc1ccsc1CN(C)CC(=O)Nc1ccc([N+](=O)[O-])cc1Cl	-9	-4	-4	1	2	-0.2	5	-9
CC1C(=O)N(c2ccc(S(=O)(=O)N(C)C)cc2)C1(/C=C/c1ccccc1)C(=O)NC1CCCC1 (centres undefined)	.	16	-5	.	.	-0.3	0	.
CONc1nc2nonc2nc1NOC	-2	.	.	-1	-1	4.4	.	.
O=C1CC(c2cccnc2)c2cc3c(cc2N1)OCCO3 (centres undefined)	-5	-5	-4	-2	0	-0.7	-6	3
COc1ccccc1NC(=O)CCSc1nnc(-c2ccncc2)o1	-3	.	.	1	-1	-0.2	-2	.
COc1ccc(C(=O)Nc2ccc(NC(=O)c3cccs3)cc2)cc1[N+](=O)[O-]	-19	.	.	7	6	.	-6	.
C[C@@H]1CCCCO[C@H](CN(C)Cc2ccccc2)[C@H](C)CN([C@@H](C)CO)C(=O)c2cc(NC(=O)Nc3ccc(C(F)(F)F)cc3)ccc2O1	11	7	1	-3	-1	0.2	-2	3
Cc1ccc(-c2cnc3c(c2)C(=O)N([C@@H](C)CO)C[C@H](C)[C@H](CN(C)C)O3)cc1	0	0	0	-3	-3	6.2	-8	3
COc1ccc(/C=N/NC(=O)c2ccc3c(c2)NC(=O)C(C)(C)O3)cc1OC	-23	6	-2	0	-2	0.4	-5	-7
CCS(=O)(=O)c1nc(S(=O)(=O)c2ccc(C)cc2)c(NCc2ccccn2)s1	-23	.	.	2	2	.	-7	.
Cc1cccc(C)c1NC(=O)C1CCCNC1 (centres undefined)	.	9	6	.	.	.	-4	5
Cc1cc(C)n2nc(SCC(=O)N3CC(C)CC(C)C3)nc2n1 (centres undefined)	-4	-13	-3	-1	-3	0.3	0	-5

Rows were taken by chance, and some 3.2% of all compounds hit somewhere here.
